Bioassay records: PubChem BioAssay, several laboratories
aDG glyco up = activators of alpha-DG glycosylation, primary screen, uHTS, Pro5-aDG cells, AlphaScreen; alpha-DG glycosylation AlphaScreen (IIH6); 0% Pro5, 100% B10-LARGE cell signal; activation, % at 10 µM; 360,000 tested, 0.22% active; AID 624168, 2012;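 active = activation of at least 8% versus controls, or a plate z-score of at least 8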;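 note: Pro5 are CHO cells carrying HIG-tagged alpha-DG that lacks glycosylation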
TLR9-MyD88 block = inhibitors of TLR9-MyD88 association in cells, primary screen, cell-based, CHO, BLA complementation, fluorescence; Toll-like receptor 9 (Homo sapiens) + Myeloid differentiation primary response protein …; CCF4 FRET ratio; inhibition, % at 4.98 µM; 340,000 tested, 0.21% active;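 active = inhibition above the mean over all tested compounds plus 3 SD, cut at about 21% in these data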;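 note: 0% = DMSO only wells and 100% = clavulanate BLA inhibitor control wells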
ABCB6 inh 2 = ABCB6 transporter inhibitors, primary screen, K562-ABCB6 cells, flow cytometry, MLPCN library; ATP-binding cassette sub-family B member 6 (Homo sapiens), Q9NP58; fluorescence ratio to DMSO, % at 10 µM; K562-ABCB6 porphyrin accumulation, 1 h; active compounds read low; 360,000 tested, 0.19% active; AID 602162, 2011;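 active = fluorescence ratio to DMSO below 75%, the collection mean minus 3 SD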;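 note: signal is porphyrin accumulated inside mitochondria; 100% equals median channel fluorescence of DMSO control wells; lower ratio means ABCB6 inhibition with less porphyrin fluorescence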
Target sequence (Q9NP58 whole entry, looked up): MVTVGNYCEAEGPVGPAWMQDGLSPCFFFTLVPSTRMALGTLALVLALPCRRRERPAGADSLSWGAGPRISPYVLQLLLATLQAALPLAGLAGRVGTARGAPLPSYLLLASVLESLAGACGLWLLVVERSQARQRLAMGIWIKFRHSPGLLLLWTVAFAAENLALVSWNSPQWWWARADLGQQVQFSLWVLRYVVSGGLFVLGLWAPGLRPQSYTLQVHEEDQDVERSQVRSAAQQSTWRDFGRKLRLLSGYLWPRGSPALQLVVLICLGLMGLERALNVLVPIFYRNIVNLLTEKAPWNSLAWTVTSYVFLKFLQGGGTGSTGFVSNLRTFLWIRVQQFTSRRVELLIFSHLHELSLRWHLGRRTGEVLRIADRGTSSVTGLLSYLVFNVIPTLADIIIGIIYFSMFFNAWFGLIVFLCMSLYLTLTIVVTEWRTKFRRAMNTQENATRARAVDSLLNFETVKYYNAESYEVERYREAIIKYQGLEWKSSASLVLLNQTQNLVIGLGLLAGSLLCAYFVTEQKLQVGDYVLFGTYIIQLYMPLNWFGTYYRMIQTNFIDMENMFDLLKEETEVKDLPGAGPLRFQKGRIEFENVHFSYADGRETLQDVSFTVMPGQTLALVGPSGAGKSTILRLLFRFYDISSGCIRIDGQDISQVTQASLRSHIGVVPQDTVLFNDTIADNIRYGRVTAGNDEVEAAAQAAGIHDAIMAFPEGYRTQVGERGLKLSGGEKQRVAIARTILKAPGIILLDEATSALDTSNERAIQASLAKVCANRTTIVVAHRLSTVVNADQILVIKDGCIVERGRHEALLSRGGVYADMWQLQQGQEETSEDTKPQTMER
MC4R barr agon = MC4R agonists recruiting beta-arrestin, primary screen, cell-based, luminescence, agonist arm of biased-ligand search; 360,000 tested, 0.98% active; Melanocortin receptor 4 (Homo sapiens), P32245; AID 540308, 2011; activation, % at 8.9 µM; U2OS MC4R beta-arrestin complementation; percent of melanotan II response, DMSO zero;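 active = activation above a per-plate cutoff, the mean activation of sample wells on that plate plus 3 SD, cut at about 8% in these data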
Glyco luc inh = increase of ERlucT glycosylation luciferase signal, primary screen, N-linked glycosylation inhibitor project, D54 ERlucT cells, luminescence, set 2; 360,000 tested, 0.23% active; reporter increase, % at 12.5 µM; D54 ERlucT glycosylation luciferase reporter, 24 h; percent of 100 nM tunicamycin response;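 active = mean luciferase reporter signal, scaled so untreated is 0 and the glycosylation-blocking control 100, at or above a set limit in every replicate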;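 note: luciferase carries N-glycosylation sites so blocking glycosylation raises the light; 0% = median of neutral control wells and 100% = median of 100 nM tunicamycin wells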
ABHD5 PLIN5 PPI = ABHD5-PLIN5 interaction inhibitors, primary screen, cell lysate, split luciferase complementation, luminescence. Split G. princeps luciferase complementation, 4 h. inhibition, % at 4 µM. 360,000 tested, 0.78% active. AID 602281, 2012;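 active = inhibition above the mean inhibition across every tested compound plus 3 SD, cut at about 22% in these data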;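 note: 0% = DMSO only wells and the 100% control is not disclosed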
MC4R antag cAMP = MC4R antagonists of cAMP signaling, primary screen, cell-based, TR-FRET, antagonist arm of biased-ligand search | Melanocortin receptor 4 (Homo sapiens), P32245 | 360,000 tested, 0.48% active | MC4R-expressing cells, MTII-stimulated cAMP, LANCE TR-FRET | inhibition, % at 6.5 µM;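 active = inhibition above its plate's cutoff, the mean of tested wells on that plate plus 3 SD, cut at about 29% in these data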;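 note: 0% = Melanotan II alone and 100% = Melanotan II plus saturating MCL0020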
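Material: U2OS-MC4R stable cell line | Reagent: Melanotan II challenge after compound preincubation | Doses: One concentration, 6.5 µM nominal | Incubation: 30-min compound preincubation, 1-h Melanotan II challenge, 1-h detection, room temperature | Signal: TR-FRET cAMP assay | Replicates: One well per compound, no replicates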
NOD2 RIPK2 PPI = NOD2-RIPK2 binding disruptors in cells, primary screen, fluorescence, CHO cells, BLA complementation; Receptor-interacting serine/threonine-protein kinase 2 (Homo sapiens), O43353; CCF4 ratio; inhibition, % at 4.98 µM; 360,000 tested, 0.38% active; in the data active = inhibition above about 21%;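 note: 0% = vehicle only and 100% = reference blocker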
Vif inh = HIV Vif self-association inhibitors, primary screen, imaging, HEK293T, single point | HEK293T cells, Vif self-association by quenched fluorescence, 24 h | 340,000 tested, 0.35% active | inhibition, % at 7.49 µM; in the data active = inhibition above about 50%, passing the limit was not always enough; note: some results filed as inactive read as strong as hits
Granule exo inh = LAMP-1 surface exposure blockers, TALL-104 cells – cell-based, flow cytometry, MLPCN library, primary screen; TALL-104 LAMP-1 surface exposure; cells stimulated with thapsigargin and PMA; inhibition, % at 10 µM; 360,000 tested, 0.66% active; AID 651702, 2012;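 active = inhibition above about 55%, limit read from the data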
* marks the source's active call; other numbers are inactive results; i = inactive; x = not tested or not shown. Only part of the results is shown; the hit share may differ from the screen's.

Each structure is followed by: aDG glyco up	TLR9-MyD88 block	ABCB6 inh 2	MC4R barr agon	Glyco luc inh	ABHD5 PLIN5 PPI	MC4R antag cAMP	NOD2 RIPK2 PPI	Vif inh	Granule exo inh
1. Cc1ccc(Nc2nc(N)nc(CN3CCN(C(=O)c4ccco4)CC3)n2)cc1Cl
 : 0.3	11	95	-1.6	7	10	3	0	3	-3
2. Cc1ccc(NC(=O)c2nc[nH]c2C(=O)NCCN(CCNC(=O)c2[nH]cnc2C(=O)Nc2ccc(C)cc2)CCNC(=O)c2[nH]cnc2C(=O)Nc2ccc(C)cc2)cc1
 : -0.2	-2	99	-0.7	-3	1	-3	10	-1	0
3. C1=C[C@@H]2CCN(Cc3ccccc3)Cc3cccc(c32)C1
 : -0.3	3	115	-1.1	2	-4	15	0	18	-1
4. Cc1ccc(NC(=O)COC(=O)/C=C/c2cccc(Cl)c2)cc1S(=O)(=O)N1CCOCC1
 : 0.1	10	99	-0.4	0	3	-1	0	3	4
5. Cc1cc(C)n(NC(=S)NC2CCCCC2)c(=O)c1C#N
 : 0.1	-7	96	1.1	3	-5	15	4	0	-6
6. CCCCS(=O)(=O)NC1=NCN(CCO)CN1
 : -0.2	-9	99	-0.9	-1	6	4	0	4	0
7. CCOC(=O)c1nn(-c2ccc3c(c2)OCCO3)cc1O
 : 0.0	8	92	-1.9	-7	-1	8	2	6	-4
8. CCc1cccc(NC(=O)Cc2ccc(OC)c(OC)c2)c1
 : 0.7	-2	100	-0.4	-3	-2	3	1	-7	6
9. COc1ccccc1-c1cc(-c2ccc(C)cc2)nc(SCc2nnc(-c3ccccc3)o2)c1C#N
 : 0.2	4	89	-1.5	-4	-2	-2	-8	6	2
10. Cc1noc(C)c1S(=O)(=O)N(C)C[C@H]1OCc2cnnn2CCCC(=O)N([C@H](C)CO)C[C@H]1C
 : -0.2	-3	97	-0.5	2	-1	5	2	-10	7
11. S=C(NCCN1CCOCC1)NC1CCCC1
 : -0.7	1	99	-0.6	-1	-4	3	-3	0	0
12. CN=C1NN=C(c2cc(C)n(-c3ccc(Cl)cc3)c2C)CS1
 : 0.2	-3	97	-0.8	-9	-6	1	-6	-3	2
13. Cc1ccc(-c2csc(-c3cc(C)on3)n2)cc1
 : -0.2	-8	99	0.9	0	13	-8	-6	2	-2
14. C/C(CCc1ccco1)=N/NC(=O)CCC(=O)Nc1cccc(Cl)c1
 : -0.2	4	87	-2.2	2	0	-2	0	1	1
15. CC(C)OCCCNC(=S)N1CCC(C(=O)c2ccc(Cl)cc2)CC1
 : 0.2	2	105	0.3	-1	2	11	10	-3	-2
16. CC(=O)c1ccc(NC(=O)C2CCC(C)NC2=O)cc1 (stereo not given)
 : -0.4	-14	103	-0.2	3	2	10	-1	-8	0
17. O=C(CCCC(=O)N(CC(=O)NC1CCCC1)Cc1ccccc1)Nc1ccccn1
 : -0.4	-9	100	0.9	-2	2	4	-7	1	4
18. CC(C)COc1cccc(C(=O)Nc2ccc(CN3CCOCC3)cc2)c1
 : 0.3	3	96	1.4	-7	-2	0	-10	2	-4
19. COC(=O)C1=C(N)c2c(F)cccc2C1(C#N)c1ccc(F)cc1 (stereo not given)
 : 0.3	-1	111	-2.9	1	-6	0	-4	-6	7
20. ClCc1ncc(-c2ccc(Cl)cc2)o1
 : 0.6	-11	104	-1.2	0	6	26	-7	21	4
21. Cc1ccc(S(=O)(=O)CCc2nc3ccccc3s2)cc1C
 : 0.1	-3	102	-0.6	-1	2	-1	5	-1	-5
22. CN(C)c1ccc(NC(=O)CSc2nc3ccccc3c(=O)n2CC2CCCO2)cc1 (stereo not given)
 : -0.1	-8	101	0.2	-3	3	-1	1	-1	-7
23. CS(=O)(=O)N1CCn2c1nc1ccccc12
 : -0.2	-15	94	0.9	2	-5	16	3	8	0
24. O=C1CNC(=S)N1c1nc2ccccc2s1
 : 0.0	-1	104	-1.3	1	-3	1	-5	11	0
25. COc1ccccc1NC(=O)C1=C(C)NC(=O)NC1c1ccco1 (stereo not given)
 : -0.1	2	97	-3.5	1	-3	-7	-17	-6	0
26. COC(=O)c1ccc(OC(=O)C2CC(=O)N(c3cccc(C)c3)C2)cc1 (stereo not given)
 : -0.1	-3	93	0.3	2	15	-3	-3	4	-1
27. Cn1c(NCc2ccccc2)nc2cc(-c3ccccc3)sc2c1=O
 : -0.2	x	99	5.9	-1	-7	16	-3	-8	0
28. Cc1ccc(C#CC[N+](C)(C)CC#Cc2ccccc2)cc1
 : 0.2	4	97	-0.7	7	6	-5	2	1	0
29. Cc1ccnc(NC(=O)C2CCCN(S(=O)(=O)c3cnc[nH]3)C2)c1 (stereo not given)
 : 0.0	-5	102	-0.6	0	-1	-1	-10	14	-3
30. O=C(COC(=O)c1ccccn1)Nc1c(Cl)cccc1Cl
 : 0.2	-3	94	-1.4	2	3	2	-10	-7	-2
31. COCCCNC(=O)CCn1c(=O)c2ccccc2n(CC(=O)Nc2cc(Cl)ccc2C)c1=O
 : -0.1	3	95	-1.5	-1	2	9	-9	-1	-2
32. O=C(Cc1cccs1)N/N=C/c1ccc(OCc2ccccc2)cc1
 : 2.0	4	92	2.2	-1	-1	16	1	x	1
33. COc1cc(C2Nc3cccc4cccc(c34)N2)cc(OC)c1OC(C)=O
 : 1.6	-29	103	-1.0	3	2	4	2	-1	7
34. COc1ccc2nc(-c3ccccc3)cc(C(=O)OCC(=O)NC3CC3)c2c1
 : -0.3	8	98	-2.3	0	3	2	-2	-10	13
35. COc1ccc(CN2CCN(C(=O)CCC(=O)Nc3nnc(C(C)C)s3)CC2)cc1F
 : 0.0	-14	92	-0.9	-1	-1	6	3	-4	-2
36. CC(C)Cn1c(=O)c(-[n+]2ccccc2)c([O-])c2ccccc21
 : -0.1	3	92	-2.4	2	1	-3	-4	3	-4
37. COC/C=C/C1=CC(=O)C[C@H](c2ccc3c(c2)OCO3)C1
 : 0.5	2	98	-1.8	-3	14	22	3	16	-13
38. CC1CCN(S(=O)(=O)c2cccc(-c3cn4cc(Cl)ccc4n3)c2)CC1
 : 0.3	-2	102	0.4	-1	-1	12	0	13	-2
39. CC(=O)N(/N=C1\Sc2ccccc2C1=O)c1ccccc1
 : 0.3	7	121	-0.4	0	6	27	-2	32	-12
40. N#Cc1ccc(Sc2ccccn2)c([N+](=O)[O-])c1
 : 0.0	-1	97	-1.0	0	1	-9	-2	-5	-3
41. CC1CC(=O)NN=C1c1cccs1 (stereo not given)
 : 0.0	-4	100	-2.3	3	1	4	0	-6	5
42. COc1ccc(OCC(O)CN2CCCCC2)cc1 (stereo not given)
 : -0.1	13	101	0.4	-1	6	13	-6	1	1
43. CC(=O)Nc1ccc(NC(=O)CC2SC(=O)N(CC(=O)c3ccccc3)C2=O)cc1 (stereo not given)
 : 0.1	-3	103	-0.1	-4	2	0	-7	-1	9
44. CN1CCN(c2ncnc3c2ncn3[C@H]2CN(Cc3ccc(F)cc3)C[C@@H](CO)O2)CC1
 : -0.1	x	104	-1.5	-2	0	0	10	-4	1
45. Cc1ccccc1N1C(=O)c2cccc3c(N(C)CCO)ccc(c23)C1=O
 : -0.1	3	113	-1.8	0	1	-1	18	i	-4
46. N#Cc1ccccc1N/C=C/C(=O)c1ccc(Cl)cc1
 : -0.1	x	97	13*	-12	-9	3	8	23	55
47. C/C(=N\NC(=S)NC1CCCCC1)c1cccc(Br)c1
 : 1.3	-4	100	2.5	-2	-1	-10	32*	-4	-8
48. COc1ccc(S(=O)(=O)N(C)C(C)CCc2ccco2)cc1 (stereo not given)
 : -0.1	-10	96	-2.1	-1	6	0	-5	-2	14
49. CC(NC(=O)C(=O)Nc1nccs1)c1ccccc1 (stereo not given)
 : 0.0	0	97	-0.8	3	-4	17	-4	-6	1
50. CCCCC(=O)NC(c1ccc(OC)c(OC)c1)c1ccc2cccnc2c1O (stereo not given)
 : -0.4	-11	92	-2.9	-10	14	-4	-2	-19	-1
51. O=C(NC(=S)Nc1ccc(Cl)c(C(=O)O)c1)c1ccc(OCc2ccccc2)cc1
 : 0.0	-9	99	-2.9	0	0	26	-12	-2	8
52. O=C(COc1ccccc1)N1CCN=C1SCc1ccccc1
 : -0.2	-2	109	-1.6	0	-2	-2	0	-2	-8

Some of the entries so far, in transposed form.
[14] C/C(CCc1ccco1)=N/NC(=O)CCC(=O)Nc1cccc(Cl)c1
[15] CC(C)OCCCNC(=S)N1CCC(C(=O)c2ccc(Cl)cc2)CC1
[16] CC(=O)c1ccc(NC(=O)C2CCC(C)NC2=O)cc1 (stereo not given)
Compound | 14 | 15 | 16
aDG glyco up | -0.2 | 0.2 | -0.4
TLR9-MyD88 block | 4 | 2 | -14
ABCB6 inh 2 | 87 | 105 | 103
MC4R barr agon | -2.2 | 0.3 | -0.2
Glyco luc inh | 2 | -1 | 3
ABHD5 PLIN5 PPI | 0 | 2 | 2
MC4R antag cAMP | -2 | 11 | 10
NOD2 RIPK2 PPI | 0 | 10 | -1
Vif inh | 1 | -3 | -8
Granule exo inh | 1 | -2 | 0
